# Source: PubChem BioAssay (several laboratories)
# TNAP activators: human TNAP enzyme activators, primary screen, biochemical, luminescent, no phosphate acceptor, uHTS (AID 1001); 200,000 tested, 0.03% active; one-dose activation fold at 20 µM; EC50 in µM for titrated hits; purified TNAP, luminescent activation assay, no phosphate acceptor; higher activation fold means a stronger effect; in the data active = activation fold from about 3, or a potency from the dose series; inactive = the rest, 99 in 100 with activation fold below about 1.6; also: many of its hits are not listed in these tables
# human PMI inhibition: MPI enzyme activity inhibition – biochemical, fluorescence intensity, coupled assay, primary screen (AID 1209). purified PMI enzyme, coupled fluorescence intensity; higher % means a stronger effect. 190,000 tested, 0.42% active. inhibition, % at 20 µM; hits with a dose series show IC50 in µM;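 also: plate controls were DMSO vehicle for no effect and wells lacking substrate for full effect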
# P. falciparum M1AAP: P. falciparum M1AAP inhibitors, biochemical, fluorogenic H-Leu-NHMec substrate, 1536-well (AID 1445); recombinant M1AAP, H-Leu-NHMec fluorogenic kinetic assay; higher % means a stronger effect; inhibition, % at 30 µM, or IC50 in µM where a hit was titrated; 220,000 tested, 0.42% active;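 active = primary inhibition above the hit cutoff, then over 50% inhibition at one or more dose response concentrations, cut at about 23% in these data, passing the limit was not always enough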;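 also: plate controls were DMSO full reaction for no effect and no enzyme background for full effect; strong numbers were not always called active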
# human PMI inhibitors: MPI inhibition at elevated mannose 6-phosphate – biochemical, fluorescence intensity, high mannose 6-phosphate, primary screen (AID 1220); one-dose inhibition, % at 20 µM; IC50 in µM for titrated hits; 190,000 tested, 0.66% active; recombinant PMI enzyme, coupled fluorescence intensity; higher % means a stronger effect
# P. falciparum M17LAP: P. falciparum M17LAP inhibitors, primary screen, biochemical, fluorogenic H-Leu-NHMec substrate, 1536-well (AID 1619). recombinant M17LAP, H-Leu-NHMec fluorogenic kinetic assay; higher % means a stronger effect. inhibition, % at 30 µM, or IC50 in µM where a hit was titrated. 220,000 tested, 0.38% active;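 active = compound inhibiting the enzyme by more than half at any dose during confirmatory dose-response retesting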;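 also: plate controls were full reaction with DMSO carrier for no effect and no enzyme background for full effect; strong numbers were not always called active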
# WT yeast gro inh: growth inhibition of WT yeast, mitochondrial fusion screen; mitochondrial fusion phenotypic screen, WT strain; inhibition, % at 10 µM; 190,000 tested, 2.1% active; AID 1362; in the data active = inhibition above about 58%; tested in S. cerevisiae
# Yfh1-off respiration: mitochondrial function rescue without frataxin homolog – Friedreich's ataxia, plus single-dose screen, dose response (AID 1465); S. cerevisiae Yfh1-off respiration, WST-1 reduction, 72 h; higher fold induction means a stronger effect; fold induction at 50 µM, or EC50 in µM where a hit was titrated; 220,000 tested, 0.074% active;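 active = fold induction of absorbance versus untreated yeast above a set limit, then at least 30% activation at any dose in follow-up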;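 also: activators that raise dye reduction in frataxin-depleted yeast; strong numbers were not always called active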
# XIAP displacement: small molecules displacing peptide from XIAP – biochemical, IAP family, fluorescence polarization (AID 1018) | XIAP BIR domain, fluorescence polarization peptide displacement; higher % means a stronger effect | displacement, % at 20 µM; hits with a dose series show IC50 in µM | 200,000 tested, 0.007% active; in the data active = displacement above about 50%; also: a part of the inactive calls stands beside numbers as strong as those of hits
# LYP inhibition: inhibitors of LYP phosphatase, biochemical, fluorescence intensity, uHTS (AID 1779). recombinant LYP phosphatase, fluorescence intensity; higher % means a stronger effect. inhibition, % at 11.5 µM; hits with a dose series show IC50 in µM. 290,000 tested, 0.054% active;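 also: plate controls were vehicle with enzyme for no effect and no enzyme for full effect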
# WT yeast gro inh mutant strain: second read-out of WT yeast gro inh, no call of its own (marks repeat the call); inhibition, %; mitochondrial fusion phenotypic screen, mutant strain inhibition
# * = called active by the depositor; i = inactive; . = not tested or not shown. Rule as the data show it, unless noted: active = inhibition above about 50%; inactive = the rest.
SMILES,TNAP activators,human PMI inhibition,P. falciparum M1AAP,human PMI inhibitors,P. falciparum M17LAP,WT yeast gro inh,WT yeast gro inh mutant strain,Yfh1-off respiration,XIAP displacement,LYP inhibition
CC(=O)C1C(c2cn(-c3ccccc3)nc2-c2cccs2)NC(=O)NC1(O)C(F)(F)F (stereo not given),1.1,9%,6%,12%,17%,8,2,.,-2.6%,-6%
Cc1cc(C)cc(C(=O)NCC(=O)OCC(=O)Nc2ccc(C)cc2Br)c1,1.1,-5%,9%,-2%,14%,-14,4,i,-10%,-5%
Cc1ccccc1-c1ncc(CN2CCC(CO)(CCCc3ccccc3)CC2)cn1,0.9,5%,7%,0%,-3%,87*,83*,i,-1.5%,5%
CC(=O)CC(c1ccccc1)S(=O)(=O)c1ccc(C)cc1 (stereo not given),1,-10%,-2%,-4%,2%,-20,-34,i,1.6%,-7%
O=C(Cc1nc2ccccc2[nH]1)N/N=C/c1ccccc1,1.4,5%,8%,9%,-1%,3,4,i,-1.2%,-2%
COc1nc(N(C)S(=O)(=O)c2ccc(C)cc2)nc(C)c1Cl,1.1,-2%,7%,4%,2%,0,7,i,-7.0%,-4%
CCN(CC)C(=O)C1(P(=O)(c2ccccc2)c2ccccc2)CCC1,.,.,-7%,.,3%,.,.,i,.,-11%
O=C(O)CCc1ccc(-c2cccs2)n1CCc1ccccc1,1,-5%,3%,4%,-2%,-1,8,i,-4.5%,0%
O=c1oc2ccccc2cc1-c1nc2c(s1)CCc1ccccc1-2,1,16%,5%,41%,7%,0,7,i,-2.6%,2%
O=C(c1ccco1)N(Cc1nc2ccccc2c(=O)[nH]1)C1CCCC1,1,6%,0%,-2%,-9%,-2,0,i,-0.5%,-8%
O=[N+]([O-])c1ccc(N/N=C/c2c[nH]c3ccccc23)c(S(=O)(=O)Nc2ccc(Cl)cc2)c1,0.8,3%,-6%,-7%,14%,95*,90*,.,-4.1%,-1%
CCc1nc(OCc2ccco2)c2sc3nc4c(cc3c2n1)COC(C)(C)C4,1,-7%,-4%,-31%,13%,-4,-1,i,-1.5%,-8%
O=C(C1CCCN(S(=O)(=O)c2cccc3cccnc23)C1)N1CCN(c2ccccc2F)CC1 (stereo not given),1.1,10%,4%,7%,2%,7,8,i,0.5%,-1%
OCCNc1nc(-c2cccnc2)nc2ccccc12,1.1,-4%,7%,-9%,-2%,-15,-39,i,2.0%,-6%
CCc1ccccc1NC1=NCC(=O)N1Cc1ccc(OC)cc1,1.2,-8%,-1%,-10%,-1%,-3,-7,i,-1.0%,-5%
N#Cc1cc2cc3ccccc3nc2n2c(=O)c3ccccc3nc12,1,-4%,0%,7%,10%,6,6,i,1.6%,2%
Cc1ccc(S(=O)(=O)NCCCNc2ccc([N+](=O)[O-])cc2)cc1,0.9,25%,-1%,29%,3%,19,-1,i,-4.2%,-4%
CCC(C)(C)NC(=O)C(Sc1ccccc1)c1ccccc1 (stereo not given),1.1,7%,4%,8%,-1%,5,5,i,-5.2%,1%
O=C(O)C(Cc1c[nH]c2ccccc12)NS(=O)(=O)c1ccccc1 (stereo not given),1.1,-2%,19%,0%,5%,-1,-11,i,-3.8%,-3%
CC(/C=N/N1C(=O)CSC1=S)=C\c1ccccc1,1.1,9%,-4%,9%,32%,-10,-9,i,-2.2%,2%
C/C=C\C=C\C(=O)N1CC2(CC(c3cccc(NC(=O)CC)c3)=NO2)C[C@H]1C(N)=O (stereo not given in full),.,.,-2%,.,12%,.,.,i,.,-8%
CCC(=O)c1ccc(N2CCN(C(=O)c3cccc(F)c3)CC2)c(F)c1,1.1,8%,-4%,8%,-6%,-3,-4,i,-5.6%,-3%
Cc1ccsc1CNC(=O)c1c(-c2ccccc2)noc1C,.,.,-6%,.,0%,.,.,i,.,-4%
NNC(=O)C(=O)NCCCN1CCOCC1,1.2,-14%,5%,-12%,4%,-7,-5,i,-1.3%,-4%
S=c1[nH]nc(C2CCCCC2)o1,1.1,-16%,0%,-4%,14%,-1,-10,i,-12%,-4%

# Reformatted with two lines to a compound: part of the list above
# Order of results: TNAP activators, human PMI inhibition, P. falciparum M1AAP, human PMI inhibitors, P. falciparum M17LAP, WT yeast gro inh, WT yeast gro inh mutant strain, Yfh1-off respiration, XIAP displacement, LYP inhibition
Cc1ccccc1-c1ncc(CN2CCC(CO)(CCCc3ccccc3)CC2)cn1
 : 0.9, 5%, 7%, 0%, -3%, 87*, 83*, i, -1.5%, 5%
CC(=O)CC(c1ccccc1)S(=O)(=O)c1ccc(C)cc1 (stereo not given)
 : 1, -10%, -2%, -4%, 2%, -20, -34, i, 1.6%, -7%

# Following part
SMILES,TNAP activators,human PMI inhibition,P. falciparum M1AAP,human PMI inhibitors,P. falciparum M17LAP,WT yeast gro inh,WT yeast gro inh mutant strain,Yfh1-off respiration,XIAP displacement,LYP inhibition
CC(=O)c1ccc(NC2=C(N3CCOCC3)C(=O)c3ccccc3C2=O)cc1,1,-46%,10%,-47%,11%,15,16,i,-6.0%,-11%
COc1ccc(-n2ccc(=O)c3c2CCCC3=O)cc1,1.1,8%,7%,12%,0%,0,3,i,-2.4%,-7%
CCn1c(SCC(=O)N/N=C/c2ccc(C)o2)nnc1-c1ccccc1,1.3,3%,0%,3%,-3%,-1,3,i,1.0%,3%
CCCN1CNC(=S)N(Cc2ccccc2)C1,1,0%,-2%,3%,8%,-8,-2,i,-1.3%,-10%
CN(CCc1cnn(C)c1)Cc1nc(CC2CC2)no1,1,3%,-8%,2%,-2%,1,6,i,-6.1%,-9%
O=C(Nc1ccc(N2CCN(C(=O)c3ccccc3F)CC2)cc1)c1ncn[nH]1,0.9,-10%,2%,4%,0%,-13,12,i,-4.3%,-2%
CCOC(=O)C1CCC(CN(Cc2ccccc2)S(=O)(=O)c2ccc([N+](=O)[O-])cc2)CC1 (stereo not given),1,-26%,3%,-25%,10%,71*,63*,i,-3.2%,-12%
CC1(c2nnc(-c3ccccc3)o2)CC(c2ccc(F)cc2)=NO1 (stereo not given),.,.,-6%,.,6%,.,.,i,.,-4%
Cc1ccc(C)c(NC(=S)N=Nc2c(O)n(C)c3ccc(S(=O)(=O)N4CCOCC4)cc23)c1,0.8,16%,-3%,22%,-4%,28,4,i,-13%,-1%
c1ccc(-c2noc(-c3ccc4ccccc4c3)n2)nc1,1.1,12%,2%,8%,-1%,2,12,i,-5.0%,-4%
CCC(=O)N1c2ccccc2NC2=C(C(=O)CC(C)(C)C2)C1c1cccnc1 (stereo not given),1,7%,10%,-4%,21%,-25,-13,i,-4.6%,2%
Cc1nn(Cc2ccc(Cl)c(Cl)c2)c(C)c1NC(=O)c1cn(-c2ccccc2)nc1-c1ccccc1,1.4,17%,7%,23%,2%,15,-7,.,-3.0%,3%
Cc1ccc(Cn2ccc(NC(=O)c3cc4nc(-c5ccco5)cc(C(F)(F)F)n4n3)n2)cc1,1,-4%,0%,0%,-6%,9,10,i,-4.7%,-7%
c1ccc2c(c1)OCC(CNc1ncnc3sccc13)O2 (stereo not given),1.2,5%,-1%,4%,-13%,-7,-10,i,-10%,2%
Cc1c(C(=O)O)nnn1-c1nonc1N,1.1,-44%,-2%,-15%,6%,-1,1,i,-1.8%,-6%
CC(C)c1ccccc1OCC(=O)NCC(c1cccs1)N1CCOCC1 (stereo not given),1,9%,0%,2%,-4%,26,3,i,1.6%,-5%
Cc1c(C(=O)N(Cc2ccccc2)Cc2cccnc2)cnn1-c1ccc(F)cc1,.,.,0%,.,-13%,.,.,i,.,-2%
Nc1ccc(Cl)cc1C(=O)OCC(=O)NC1CCS(=O)(=O)C1 (stereo not given),.,.,3%,.,-36%,.,.,i,.,-14%
CN(/C=C1/C(=O)CNC1=O)CCO,1.1,1%,0%,0%,5%,-18,3,i,-4.0%,-10%
Nc1cnc(Br)cc1Br,1.1,-9%,4%,-8%,4%,-7,-4,i,-2.6%,1%
Cc1cc(C(=O)COC(=O)c2ccco2)c(C)n1Cc1ccco1,1,-6%,-4%,3%,-5%,-7,7,i,-4.2%,-6%
COc1cc(CO)c(Br)cc1OCC(N)=O,1.1,-6%,4%,-9%,-2%,7,14,i,-3.0%,-7%
COC(=O)c1c(C#N)c(N)nc2c1CCCC2,1.1,9%,20%,-2%,-38%,56,31,.,-7.5%,-17%
COCCCN1C(=O)C(O)=C(C(=O)c2ccc(C)o2)C1c1cccc(Br)c1 (stereo not given),1.1,-7%,15%,-3%,33%,9,7,i,-3.4%,-3%
COCCCN1C(=O)/C(=C/c2ccc(CNS(=O)(=O)c3ccccc3)o2)C(C(=O)OC)=C1C,0.9,-24%,7%,2%,13%,16,-8,i,-2.8%,0%
# (listing goes on)
SMILES,TNAP activators,human PMI inhibition,P. falciparum M1AAP,human PMI inhibitors,P. falciparum M17LAP,WT yeast gro inh,WT yeast gro inh mutant strain,Yfh1-off respiration,XIAP displacement,LYP inhibition
COc1cccc2[nH]c3c(N4CC(C)CC(C)C4)ncnc3c12 (stereo not given),1.1,1%,0%,-4%,10%,34,32,.,0.2%,-1%
CCOCCCNC(=O)COc1ccc(OC)cc1,1.1,4%,0%,-6%,11%,0,-4,.,-4.1%,-11%
Nc1ccc2nc(-c3ccccc3)sc2c1,1.1,30%,33%,27%,-179%,13,6,i,-9.3%,-25%
CN1C(=O)SC(Nc2ccccc2)C1=O (stereo not given),1.2,-11%,2%,-17%,28%,-4,-14,i,5.5%,-7%
O=C(CN(Cc1ccc2c(c1)OCO2)C(=O)CNS(=O)(=O)c1ccccc1)NCc1ccco1,1.1,2%,1%,4%,1%,-2,-14,i,-5.3%,-2%
COC(=O)C1=C(N)Oc2cc(C)n(C)c(=O)c2C1c1ccc(Cl)cc1 (stereo not given),1.1,1%,-1%,3%,18%,-6,-16,i,-2.0%,-2%
O=C(N/N=C/c1cccc([N+](=O)[O-])c1)c1cc2ccccc2o1,1,1%,1%,-8%,-4%,2,8,i,-1.9%,-9%
C=CCNC(=O)c1onc(CSc2ccc(Cl)cc2)c1C(=O)NCC=C,.,.,8%,.,11%,.,.,i,.,-4%
COc1ccc([N+](=O)[O-])cc1NC(=O)c1cccs1,1,6%,6%,2%,7%,12,-8,i,-4.3%,2%
COc1ccc(OC)c(NC(=S)N2CCC(C(O)(c3ccccc3)c3ccccc3)CC2)c1,1,19%,15%,18%,20%,42,-10,i,-3.1%,-4%
O=C(CCCn1c(=O)c2ccccc2n(CC(=O)NCc2ccco2)c1=O)NCc1ccco1,1.1,2%,5%,-2%,-8%,-2,14,i,2.4%,-3%
Cc1cc(C)cc(OCC(=O)Nc2ccccc2C(=O)NCc2ccco2)c1,1.2,5%,-2%,11%,9%,-7,6,i,-6.9%,-2%
Cc1ccc(Oc2ccccc2/C=N/O)cc1,1,22%,1%,25%,-11%,2,-15,i,1.7%,-1%
CCCc1nn(C)c(C(=O)Nc2ccc3ccccc3c2)c1Cl,1.1,-6%,1%,-6%,-2%,9,-13,i,-29%,-3%
C=CCn1c(SCC(=O)NCc2ccccc2)nnc1C1CCCCC1,1.1,1%,3%,2%,10%,23,-14,i,-17%,-5%

# This is a random part of the collection. Share with any hit: about 3.7%.
